# Ecoli WT growth: growth inhibitors of wild type E. coli, primary screen, strain BW25113 wild type, absorbance readout; inhibition, % at 10 µM; actives 0.05% (n = 20,000); E. coli BW25113 growth inhibition, OD600; in the data active = inhibition above about 40%;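 also: bacteria exposed to compound for 20 hours at 37 °C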
#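 System: bacterial strain in a whole-cell growth screen; medium: LB broth with 50 µg/mL kanamycin; detection: absorbance at 615 nm; schedule: 20 h exposure, 37 °C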
# * marks the source's active call; other numbers are inactive results. Not all compounds are listed; rates above refer to the full screens.
# Start of the data: the first 3 entries as a preview:
CC1CCN(C(=O)c2ccc3c(c2)OCCO3)CC1
- Ecoli WT growth: -17

O=C(c1csc2ccccc12)N1CCCCCC1
- Ecoli WT growth: -1

CCOC(=O)Cc1cc(=O)n2[nH]c(C)cc2n1
- Ecoli WT growth: -14

# Main list, repeating the preview:
CC1CCN(C(=O)c2ccc3c(c2)OCCO3)CC1
- Ecoli WT growth: -17

O=C(c1csc2ccccc12)N1CCCCCC1
- Ecoli WT growth: -1

CCOC(=O)Cc1cc(=O)n2[nH]c(C)cc2n1
- Ecoli WT growth: -14

CCSc1nc(O)c(CC)c(=O)n1C(C)CC (stereo not drawn)
- Ecoli WT growth: 9

CNC(=O)Oc1ccc2c(c1)[C@]1(C)CCN(C)[C@@H]1N2C
- Ecoli WT growth: -3

O=C(NC1(C(F)(F)F)NC(=O)N(Cc2cccnc2)C1=O)c1ccncc1 (stereo not drawn)
- Ecoli WT growth: -9

COc1ccccc1NC(=O)c1ccc(NS(C)(=O)=O)cc1
- Ecoli WT growth: -21

CCOc1ccc2[nH]cc(C(=O)N3CCN(CC)CC3)c(=O)c2c1
- Ecoli WT growth: 21

CCS(=O)(=O)c1nc2ccccc2n1CC(=O)N1CCOCC1
- Ecoli WT growth: -8

COc1ccc(N2CCN(CCCNS(=O)(=O)c3c(C)noc3/C=C/N(C)C)CC2)cc1
- Ecoli WT growth: 6

COc1cc(C(=O)NCCc2ccc3c(c2)OCCO3)ccc1OCC(=O)N1CCOCC1
- Ecoli WT growth: 0

CCS(=O)(=O)C(=C1NCCO1)S(=O)(=O)CC
- Ecoli WT growth: -12

CCN1C(=O)c2cccc3c(NC(=O)c4ccc(S(=O)(=O)N(C)C)cc4)ccc1c23
- Ecoli WT growth: 0

NC(=O)c1nc(N2CCOCC2)nc(N2CCOCC2)n1
- Ecoli WT growth: 6

CCOC(=O)c1cc(C#N)c(NCc2ccccc2)nc1C
- Ecoli WT growth: -23

CC(CCc1ccccc1)NCc1ccncc1 (stereo not drawn)
- Ecoli WT growth: 6

Cc1ccc(-n2c3c(cc(C(=O)O)c2=O)C(=O)CC(C)(C)C3)cc1
- Ecoli WT growth: -2

Nc1nc(-c2ccccc2)cc(N2CCCCC2)n1
- Ecoli WT growth: -14

CCSc1nc(O)c(C2OC(=O)c3c2ccc(OC)c3OC)c(=O)n1-c1ccccc1 (stereo not drawn)
- Ecoli WT growth: -3

CC(C)(C)c1ccc(C(=O)N2CCC(C(=O)NCC3CCCO3)CC2)cc1 (stereo not drawn)
- Ecoli WT growth: -14

COc1cccc(-c2ccc(-c3noc(-c4ccccc4F)n3)c(OC)n2)c1
- Ecoli WT growth: -12

C=CCN(CC=C)C(=O)Cc1ccc(F)cc1
- Ecoli WT growth: -13

COc1cccc(C(=O)OCn2nnc3ccccc3c2=O)c1
- Ecoli WT growth: 0

O=C1C2CC=CCC2C(=O)N1CC1CCCO1 (stereo not drawn)
- Ecoli WT growth: -24

CCN1C(=O)C(O)(CC(=O)c2ccc(-n3cccc3)cc2)c2ccccc21 (stereo not drawn)
- Ecoli WT growth: -11

COc1ccc2c(c1)CCc1c(C(=O)N3CC4(C)CC3CC(C)(C)C4)noc1-2 (stereo not drawn)
- Ecoli WT growth: 8

CCOC(=O)N1CCN(S(=O)(=O)c2ccc(Br)s2)CC1
- Ecoli WT growth: -8

CC(=O)Nc1nc(CC(C)C)cc2c1c(=O)oc1ccccc12
- Ecoli WT growth: -18

CCOc1cc(-c2conc2N)cc(OCC)c1OCC
- Ecoli WT growth: 0

O=C(CN1CCN(Cc2ccccc2)CC1)Nc1ccc(Cl)cn1
- Ecoli WT growth: -4

COc1ccc(S(=O)(=O)N2CCOCC2)c(Cl)c1Cl
- Ecoli WT growth: 1

COCCCNC(=O)Cn1cc2c(n1)CCC(C)C2 (stereo not drawn)
- Ecoli WT growth: 12

CC(=O)Nc1cccc(N2C(=O)CC(N3CCC(C(=O)N4CCCCC4)CC3)C2=O)c1 (stereo not drawn)
- Ecoli WT growth: -15

O=C1c2ccccc2C(Nc2cccnc2)N1Cc1ccccc1Cl (stereo not drawn)
- Ecoli WT growth: 7

CS(=O)(=O)N1CCN(C(=O)c2cc(-c3ccncc3)nc3ccc(Cl)cc23)CC1
- Ecoli WT growth: -16

COc1ccc(-c2cc(C(F)F)n3ncc(C(=O)N4CCSCC4)c3n2)cc1
- Ecoli WT growth: -17

COC(=O)COc1ccc(S(=O)(=O)Nc2ccc3c(c2)OCO3)cc1
- Ecoli WT growth: -18

CS(=O)(=O)N(CC(=O)NCc1ccc2c(c1)OCO2)Cc1ccccc1
- Ecoli WT growth: -24

Cc1scc(C(=O)Nc2ccon2)c1-c1ccccc1
- Ecoli WT growth: -14

CCC(C)NS(=O)(=O)c1cccs1 (stereo not drawn)
- Ecoli WT growth: -29

CCCn1c2ccccc2c2nnc(SCC(=O)Nc3ncccn3)nc21
- Ecoli WT growth: -1

Cc1cc(NC(=O)CCOc2ccccc2)no1
- Ecoli WT growth: 0

CC(C)C(c1nnnn1C1CCCC1)N1CCN(C(=O)c2ccco2)CC1 (stereo not drawn)
- Ecoli WT growth: 6

CC1Cc2ccccc2N1C(=O)CSc1nnc2n1C(C)(C)Cc1ccccc1-2 (stereo not drawn)
- Ecoli WT growth: 8

C/C=C/Cn1c(Br)nc2c1c(=O)[nH]c(=O)n2C
- Ecoli WT growth: -2

CN1CCN(S(=O)(=O)c2ccc(NC(=O)c3ccc(Br)s3)cc2)CC1
- Ecoli WT growth: -11

CC(=O)OCC(=O)[C@@]1(O)CC[C@H]2[C@@H]3CCC4=CC(=O)CC[C@]4(C)[C@H]3C(=O)C[C@@]21C
- Ecoli WT growth: -3

COCC(=O)Nc1nc(-c2ccccc2)ns1
- Ecoli WT growth: -18

Cc1ccccc1C(=O)N1CCN(c2ccc(NC(=O)c3ccco3)cc2Cl)CC1
- Ecoli WT growth: 6

O=C(c1ccco1)N1CCN(C(=O)C2CC(c3ccc(Cl)c(Cl)c3)=NO2)CC1 (stereo not drawn)
- Ecoli WT growth: -7

# Fetched one by one from the entries so far, 7 records:
CC(C)C(c1nnnn1C1CCCC1)N1CCN(C(=O)c2ccco2)CC1 (stereo not drawn)
- Ecoli WT growth: 6

CN1CCN(S(=O)(=O)c2ccc(NC(=O)c3ccc(Br)s3)cc2)CC1
- Ecoli WT growth: -11

CCOc1cc(-c2conc2N)cc(OCC)c1OCC
- Ecoli WT growth: 0

COc1ccc(S(=O)(=O)N2CCOCC2)c(Cl)c1Cl
- Ecoli WT growth: 1

CS(=O)(=O)N(CC(=O)NCc1ccc2c(c1)OCO2)Cc1ccccc1
- Ecoli WT growth: -24

CCOC(=O)N1CCN(S(=O)(=O)c2ccc(Br)s2)CC1
- Ecoli WT growth: -8

O=C(c1ccco1)N1CCN(C(=O)C2CC(c3ccc(Cl)c(Cl)c3)=NO2)CC1 (stereo not drawn)
- Ecoli WT growth: -7

# Next part
Cn1nc(C(=O)NCc2cccnc2)c2ccccc2c1=O
- Ecoli WT growth: -20

O=C(COC(=O)c1ccc(Br)o1)Nc1ccc(S(=O)(=O)N2CCCC2)cc1
- Ecoli WT growth: 2

COC(=O)Nc1cc(C(F)(F)F)ccc1N1CCN(c2ccccc2)CC1
- Ecoli WT growth: -24

COc1ccc(C2c3c(oc4ccccc4c3=O)C(=O)N2Cc2ccncc2)cc1OC (stereo not drawn)
- Ecoli WT growth: 1

Cn1cnc(S(=O)(=O)Nc2ccc(C(F)(F)F)cc2)c1
- Ecoli WT growth: -4

Cc1cc(C)c(C(=O)CSc2nnc(-c3ccccc3Br)o2)cc1C
- Ecoli WT growth: 1

CCNC(=O)C1CC(=O)N(Cc2ccc3c(c2)OCO3)C(=Nc2ccc(OCC)cc2)S1 (stereo not drawn)
- Ecoli WT growth: -3

Cc1cc(N2CCCC2=O)c(N)cc1N
- Ecoli WT growth: -21

CCOc1ccc2ccccc2c1C(=O)N1CCN(c2ccccc2)CC1
- Ecoli WT growth: 5

CC(C)NC(=O)c1ccccc1NC(=O)c1ccccc1N(C)S(C)(=O)=O
- Ecoli WT growth: -3

CC1=Nn2c(nnc2-c2ccccc2)SC1
- Ecoli WT growth: 2

O=C(c1cccc(-c2nnc(-c3ccccc3)o2)c1)N1CCCCC1
- Ecoli WT growth: -25

O=C(c1ccc2c3c(cccc13)CC2)N1CCN(c2ncccn2)CC1
- Ecoli WT growth: -12

Cn1c(=O)c2c(ncn2CC(=O)OCC(=O)NC2CCCc3ccccc32)n(C)c1=O (stereo not drawn)
- Ecoli WT growth: 9

COc1cc(NS(=O)(=O)c2ccc(C)cc2)c2ncccc2c1
- Ecoli WT growth: -14

CC(C)(C)NC(=O)CN(Cc1cccs1)C(=O)c1csnn1
- Ecoli WT growth: 0

CC(Nc1cc(=O)n(C)c(=O)[nH]1)c1ccccc1 (stereo not drawn)
- Ecoli WT growth: -21

Cc1ccc(Cn2c(NCCc3ccccc3)nc3c2c(=O)n(C)c(=O)n3C)cc1
- Ecoli WT growth: 2

O=C(CC(=O)c1cc(Cl)ccc1O)c1ccccc1
- Ecoli WT growth: 6

O=C(Nc1cccc2c1CCCC2)C1CCN(c2nnnn2-c2ccccc2)CC1
- Ecoli WT growth: -5

COc1cc(C(=O)NCCc2ccc(S(N)(=O)=O)cc2)cc(OC)c1OC
- Ecoli WT growth: -14

CCc1cccc2c(=O)c(C(=O)N3CCCCCC3)c[nH]c12
- Ecoli WT growth: 2

NC(=O)NC(c1ccccc1)c1ccccc1F (stereo not drawn)
- Ecoli WT growth: 3

Cc1nnc(N(Cc2ccco2)C(=O)c2cccc(C#N)c2)s1
- Ecoli WT growth: 7

COc1ccc(Br)cc1C(=O)Nc1ccc(O)cc1
- Ecoli WT growth: 3

COCCCn1c(SCC(=O)Nc2cccc(C)n2)nnc1-c1ccco1
- Ecoli WT growth: 0

Cn1c2c(c(=O)n(C)c1=O)CN(Cc1ccc3c(c1)OCO3)CN2
- Ecoli WT growth: -10

CCn1c(SCC(=O)Nc2cc(C)on2)nc2sc3c(c2c1=O)CCCC3
- Ecoli WT growth: 7

Cn1cc(Br)c(C(=O)NC2CCCCC2)n1
- Ecoli WT growth: 16

CCOC(=O)c1c(C)oc2c1c(C(c1ccncc1)N1CCOCC1)c(O)c1ccccc12 (stereo not drawn)
- Ecoli WT growth: 11

O=c1[nH]c(SCc2cc(=O)n3ccccc3n2)nc2c1CCC2
- Ecoli WT growth: -1

CCOC(=O)c1cnn2c(C(F)F)cc(C3CC3)nc12
- Ecoli WT growth: -20

CCC(Sc1nc(C)cc(=O)[nH]1)C(=O)Nc1nnc(C)s1 (stereo not drawn)
- Ecoli WT growth: -17

COc1cc2[nH]c3c(=O)n(CCN(C(C)C)C(C)C)cnc3c2cc1OC
- Ecoli WT growth: -3

O=C(Nc1ccc(N2CCCCC2)cc1)c1ccc(F)cc1
- Ecoli WT growth: 8

CC1(C)Cc2nc3sc4c(SCC(=O)NCc5ccco5)ncnc4c3cc2CO1
- Ecoli WT growth: -19

CCOC(=O)CCSc1nc2c(c(C(F)(F)F)c1C#N)CCC2
- Ecoli WT growth: -25

COC(=O)c1sc(NC(=O)c2cc3c(s2)CCCC3)nc1C
- Ecoli WT growth: -25

CCOC(=O)CN1CC23C=CC(O2)C(C(=O)NCc2ccc(F)cc2)C3C1=O (stereo not drawn)
- Ecoli WT growth: -1

CCOc1cc2[nH]c(=O)n(CCCCC(=O)N3CCCCCC3)c(=O)c2cc1OCC
- Ecoli WT growth: -5

Cc1ccc(S(=O)(=O)N2CCOCC2)cc1C(=O)O
- Ecoli WT growth: -8

CSc1nsc(SCC(=O)N2CCN(c3ccccc3)CC2)n1
- Ecoli WT growth: -16

CC(C)(C)n1ncc2c(=O)n(CC(=O)NCc3ccc(F)cc3)cnc21
- Ecoli WT growth: -4

CC12C(=O)N(c3nccs3)C(=O)C1C1C=CC2C1 (stereo not drawn)
- Ecoli WT growth: 1

Cc1cc(C)c(C)c(S(=O)(=O)NCc2cccnc2)c1C
- Ecoli WT growth: -16

COc1ccc(CC(=O)NC(C)c2nnc(SCc3nc4ccccc4c(=O)[nH]3)n2C)cc1 (stereo not drawn)
- Ecoli WT growth: -22

O=C(NCCN1CCOCC1)Nc1ccc(Cl)cc1Cl
- Ecoli WT growth: -21

C=COCCNC(=O)Nc1ccc(Cl)cc1Cl
- Ecoli WT growth: -14

Cc1ccccc1NC(=O)C1CCCN(S(=O)(=O)c2cnc[nH]2)C1 (stereo not drawn)
- Ecoli WT growth: -2

CCOC(=O)c1ccc(N2Cc3cc(C)c(C)cc3C2)cc1O
- Ecoli WT growth: 18

O=C1c2ccccc2C(O)(Cc2ccccc2)N1Cc1ccco1 (stereo not drawn)
- Ecoli WT growth: -2

COC(=O)CSc1nc(NC(C)C)nc(N2CCOCC2)n1
- Ecoli WT growth: -20

CC(C)N(C(=O)CSc1nnc(-c2cc3ccccc3cc2O)n1Cc1ccco1)C(C)C
- Ecoli WT growth: 0

CC(=O)c1cc(-c2ccccc2)n(CC(=O)N2CCC(N3CCCCC3)CC2)c1C
- Ecoli WT growth: -3

Cc1cccc(-n2c(N)cc(=O)[nH]c2=S)c1C
- Ecoli WT growth: 5

O=C(c1cc(C2CC2)on1)N1CCN(C(c2ccccc2)c2ccccc2)CC1
- Ecoli WT growth: -2

CNc1nc(OC)nc(N2CCOCC2)n1
- Ecoli WT growth: -8

O=C(CSc1nc(-c2ccccc2)cc(=O)[nH]1)N1CCOCC1
- Ecoli WT growth: -17

CCn1nccc1C(=O)Nc1cc(Cl)ccc1Cl
- Ecoli WT growth: -6

Cc1noc(C(=O)Nc2ccc3c(c2)OCO3)c1Cl
- Ecoli WT growth: 3

COc1ccc(-c2noc(CSc3nc(N)c(-c4ccccc4)c(=O)[nH]3)n2)cc1OC
- Ecoli WT growth: -4

O=C(CSc1nc(-c2ccco2)cc(C(F)(F)F)n1)NCCCn1ccnc1
- Ecoli WT growth: 6

CC1(C)NC(=O)N(CC(O)CN2CCCCC2)C1=O (stereo not drawn)
- Ecoli WT growth: 10
